F508del corr: correctors of CFTR F508del function in bronchial epithelial cells; AID 720511; CFBE cells, YFP halide quenching; stimulated with forskolin plus potentiator P3; % fluorescence drop versus neutral controls; actives 0.36% (n = 350,000); activity (quench increase), % at 7.58 µM;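 active = mean added fluorescence quench of at least 8% versus neutral control, with both replicates also reaching 8%; inconclusive = only one of the mean or replicate conditions met; inactive = mean below 8% and not both replicates reaching 8%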;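 note: cells transiently co-express mutant CFTR-F508del with the halide-sensitive YFP; corrector assay measuring rescue of mutant channel to the surface after 24 h compound exposure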
Casp6 inh: caspase-6 (human) enzyme inhibition. P55212. purified caspase-6, Z-VEID-R110 cleavage fluorescence. inhibition, % at 12.5 µM. actives 0.53% (n = 350,000). AID 686996;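 active = mean inhibition across replicates at least about 35%, with every replicate also reaching that limit, limit read from the data; inconclusive = only one of the two criteria met; inactive = neither criterion met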;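 note: 0% = median of neutral control wells and 100% = no fluorescence left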
RAD54 branch: blocks human RAD54 Holliday junction branch migration; Q92698; FAM/BHQ fluorescence; inhibition, % at 10.4 µM; actives 0.14% (n = 360,000);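 active = mean normalized replicate activity at least 40 and at least half of replicates scoring 40 or more; inconclusive = only one of the two criteria met; inactive = mean below 40 and under half of replicates reaching 40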;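 note: 0% = median of neutral control wells and 100% = median of positive control wells; inhibitors cause a drop in the FAM fluorescence signal; in these data hits start at about 50%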
DENV2 CPE rescue: DENV2-induced cell death inhibition; DENV2-infected cells, cytopathic effect rescue, plate reader; CPE inhibition, % at 9.99 µM; actives 1.7% (n = 350,000); in the data active = CPE inhibition above about 20%, passing the limit was not always enough; inconclusive = no clear call, values can overlap the other calls; tested in BHK-21 cells;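 note: 0% = median of neutral control wells and 100% = median of positive control wells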
RAD52 inh: inhibitors of human RAD52 DNA annealing; P43351; recombinant RAD52 DNA annealing, FRET fluorescence; inhibition, % at 18.7 µM; actives 0.46% (n = 360,000); AID 651710;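 active = every replicate showing at least 50% inhibition; inconclusive = mean inhibition at least 50% but not in every replicate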
Target sequence (P43351 whole entry, looked up): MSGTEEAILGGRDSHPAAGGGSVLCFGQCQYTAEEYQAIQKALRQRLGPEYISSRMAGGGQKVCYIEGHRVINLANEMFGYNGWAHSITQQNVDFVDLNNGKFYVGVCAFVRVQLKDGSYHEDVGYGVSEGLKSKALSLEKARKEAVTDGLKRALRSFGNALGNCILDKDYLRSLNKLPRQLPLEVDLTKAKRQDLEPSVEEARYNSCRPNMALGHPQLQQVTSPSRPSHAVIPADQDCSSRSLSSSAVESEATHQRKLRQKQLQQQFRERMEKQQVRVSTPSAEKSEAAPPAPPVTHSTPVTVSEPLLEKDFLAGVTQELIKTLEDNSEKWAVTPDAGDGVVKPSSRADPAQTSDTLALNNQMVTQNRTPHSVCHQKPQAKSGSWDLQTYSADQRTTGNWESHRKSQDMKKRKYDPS
GSIS activator: GLuc luminescence reporter in INS-1E cells, primary screen for activators of glucose-dependent secretion of insulin | INS-1E GLuc reporter insulin secretion, 2-3 h | activation, % at 16.6 µM | actives 0.61% (n = 370,000);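 active = lowest replicate activation of at least 40%, so every replicate reaches that level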;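 note: 0% = median of neutral control wells and 100% = median of IBMX positive control wells; some compounds called inactive have numbers as strong as hits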
Xi reactivation: X-chromosome reactivation activator. XiGFP mouse fibroblasts, % GFP-positive cells imaging, 3 d; cells co-treated with 5-aza-dC sensitizer; scaled so ellipticine positive control = 100%. activation, % at 7.58 µM. actives 0.055% (n = 360,000). AID 743238;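 active = mean normalized replicate activation at least 10% and every replicate at or above 10%; inconclusive = only one of the two criteria met; inactive = mean below 10% and not all replicates reach 10%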;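 note: 0% = median of on-plate neutral control wells and 100% = ellipticine 6 µM median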
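assay system = SV40-immortalized XiGFP fibroblast cells, line 68-5-11 | buffer or medium = DMEM plus 5-aza-dC sensitizer | doses = single-point pinned compound dosing | times = 3-day compound exposure, then 15 min fixation at room temperature | benchmarks = positive control ellipticine, 6 µM final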
E-selectin induc: induces E-selectin expression in human endothelial cells. P16581. HUVEC E-selectin immunofluorescence imaging; normalized: neutral wells 0, TNF-alpha wells 100. activation, % at 7.58 µM. actives 0.37% (n = 260,000);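 active = mean E-selectin-positive cell signal at least 10% of the positive control, reached in at least 60% of replicates, without over 20% cell loss; inconclusive = no rule given, readout overlaps actives, possibly toxicity-flagged; inactive = the rest, including those meeting only one limit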;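 note: in these data hits start at about 27%; measured in HUVEC primary endothelial cells; signal is the percent of cells scored E-selectin positive by PE staining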
Target sequence (P16581 whole entry, looked up): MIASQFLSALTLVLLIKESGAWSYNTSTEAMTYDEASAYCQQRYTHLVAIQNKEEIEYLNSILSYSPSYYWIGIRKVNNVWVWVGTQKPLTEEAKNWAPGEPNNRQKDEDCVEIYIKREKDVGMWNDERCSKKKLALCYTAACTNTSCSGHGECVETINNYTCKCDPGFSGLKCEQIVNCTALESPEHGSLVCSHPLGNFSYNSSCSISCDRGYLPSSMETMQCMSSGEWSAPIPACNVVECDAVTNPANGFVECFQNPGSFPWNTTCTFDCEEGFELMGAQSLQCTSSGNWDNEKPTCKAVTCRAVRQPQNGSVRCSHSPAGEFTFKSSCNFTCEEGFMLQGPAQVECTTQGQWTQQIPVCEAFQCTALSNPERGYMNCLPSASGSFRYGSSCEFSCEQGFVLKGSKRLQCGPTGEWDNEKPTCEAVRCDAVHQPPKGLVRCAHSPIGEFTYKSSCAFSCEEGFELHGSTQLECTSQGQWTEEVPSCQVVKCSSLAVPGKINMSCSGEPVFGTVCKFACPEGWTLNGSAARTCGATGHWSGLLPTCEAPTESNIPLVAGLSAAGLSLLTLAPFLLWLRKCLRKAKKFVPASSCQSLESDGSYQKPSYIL
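material = human umbilical vein endothelial cells (HUVEC), E-selectin induction | quantity = 3,000 cells/well | medium = EGM-2 growth medium on 0.1% gelatin-coated wells | technique = immunofluorescence imaging | read-out basis = % PE-positive cells | control set = TNF-alpha positive control, DMSO neutral control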
* marks the source's active call; other numbers are inactive results; ? = inconclusive; / = no result given; & = joins results of further samples.

item	Compound	F508del corr	Casp6 inh	RAD54 branch	DENV2 CPE rescue	RAD52 inh	GSIS activator	Xi reactivation	E-selectin induc
1	O=C(Nc1cccc(OC(F)(F)F)c1)C1Cc2c(-c3ccco3)ccnc2O1 (configuration not stated)	-2.4	8	2	7	-24	-7	-0.1	0.0
2	COc1cccc(CN(C(=O)c2ccccc2Cl)C2CCS(=O)(=O)C2)c1 (configuration not stated)	-2.9	-4	-1	6	-9	2	0.4	/
3	CCc1cc(=O)oc2cc(OCC(=O)NCCCN3CCCC3=O)ccc12	0.5	-7	-11	3	-6	12	-0.1	/
4	CCC(=O)Nc1ccc2c(c1)C(=O)N(C)C[C@H](OC)[C@@H](C)CN(C(=O)c1cccnc1)[C@@H](C)CO2	-0.2	1	1	-3	-42	-3	0.1	-0.1
5	COc1ccc(NC(=O)Nc2ccc3c(c2)[C@H]2C[C@H](CC(=O)NCc4ccncc4)O[C@@H](CO)[C@H]2O3)cc1	0.5	1	-2	?	10	6	0.1	0.4
6	Cn1nnnc1Sc1ncnc2scc(-c3ccccc3Cl)c12	-9.8	-1	10	17	-10	36	0.6	-0.4
7	O=C(COC(=O)CCC(=O)c1cccs1)Nc1ccccc1[N+](=O)[O-]	0.4	-3	/	1	-27	7	-0.1	7.1
8	COc1ccccc1OC(=O)c1cc2ccccc2oc1=O	-3.4	-6	-3	-1	-7	-60	0.3	-0.2
9	Cc1ccc(S(=O)(=O)Nc2cccc(-c3ccc4nnc(C)n4n3)c2)s1	1.9	2	-1	1	-14	1	0.1	/
10	C[C@H](CO)N1C[C@H](C)[C@H](CN(C)S(=O)(=O)c2ccc(F)cc2)Oc2c(NC(=O)Nc3cccc4ccccc34)cccc2C1=O	1.6	-1	/	-5	-1	/	/	/
11	COc1ccccc1OCC(=O)Nc1c2c(nn1-c1ccc(F)cc1)CS(=O)(=O)C2	0.3	4	0	0	-2	19	-0.1	-4.4
12	CNC(=O)N1CCN(C(=O)NC)CC1	-0.1	4	4	7	1	0	/	/
13	CCOC(=O)/C(C#N)=C/N=c1ccc(C)cn1C	-0.6	1	5	-7	-12	-7	-0.1	0.3
14	C[C@@H]1CN([C@H](C)CO)C(=O)c2cc(NC(=O)c3ccccc3)ccc2O[C@@H](C)CCCCO[C@H]1CN(C)C(=O)Cc1ccccc1	2.6	1	-2	10	6	-39	0.0	/
15	CC(=O)c1cccc(NCC(=O)Nc2cc(S(=O)(=O)N3CCCCC3)ccc2C)c1	1.6	4	4	-5	-9	-6	1.8	-0.7
16	Cc1cc(NC(=O)Cn2nc(C(=O)O)c3ccccc3c2=O)ccc1Br	0.6	-4	1	-1	-11	1	0.0	3.4
17	C[C@H](CO)N1C[C@H](C)[C@H](CN(C)CC2CCCCC2)Oc2c(NS(=O)(=O)c3ccccc3)cccc2C1=O	-0.8	0	-7	1	20	-5	0.3	0.6
18	N#C/C=C/C(=C\Nc1ccc(Cl)cc1)S(=O)(=O)c1ccccc1	4.0	-1	-12	-2	-15	1	0.2	-0.5
19	C[C@@H]1CN([C@H](C)CO)C(=O)Cc2cc(NS(=O)(=O)c3ccc(F)cc3)ccc2O[C@@H]1CN(C)S(=O)(=O)c1ccc(Cl)cc1	-1.7	/	1	-8	/	-4	0.0	69*
20	Cc1nccn1CCCNC(=O)C1CCC(=O)N(Cc2ccccc2F)C1 (configuration not stated)	-0.7	-4	-4	-3	-6	1	0.2	0.2
21	O=C(CC1CC1)N1[C@@H](CO)[C@H](c2ccccc2)C12CN(S(=O)(=O)c1ccccc1)C2	0.3	2	/	-9	-18	13	-0.1	-0.2
22	Oc1ccc2ccccc2c1N=Nc1ccccc1F	-1.1	-1	1	3	-2	-2	0.1	6.2
23	CSc1ccccc1C(=O)N1CCN(c2cccc(Cl)c2)CC1	-0.6	-2	/	0	1	-30	0.1	/
24	CC(C)NC(=O)Nc1ccc2c(c1)C(=O)N([C@@H](C)CO)C[C@H](C)[C@H](CN(C)C(=O)c1ccncc1)OCCCC[C@H](C)O2	-0.4	-4	3	?	16	5	2.7	0.1
25	Cc1noc(C)c1NC(=O)Nc1ccc2c(c1)CC(=O)N([C@@H](C)CO)C[C@@H](C)[C@@H](CN(C)S(=O)(=O)c1c(C)noc1C)O2	-3.2	-2	0	8	-3	-3	-0.1	0.1
26	Cc1ccc(NC(=O)c2nsc(Cl)c2Cl)cc1	-1.9	-1	/	2	-14	-4	0.3	3.8
27	c1cncc(-c2cn(C[C@H]3CC[C@H](Cn4cc(-c5cccnc5)nn4)O3)nn2)c1	4.8	0	-5	-1	3	6	-0.2	/
28	Cc1noc(C)c1NC(=O)N(C)C[C@@H]1Oc2c(NC(=O)NC(C)C)cccc2C(=O)N([C@@H](C)CO)C[C@@H]1C	0.9&-1.0	1&5	7&-6	-1&15	7&-3	15&0	-0.1&-0.1	-2.3&-0.5
29	CC(C)C1C(=O)N(Cc2cn(CCC3OCCO3)nn2)CCS(=O)(=O)N1Cc1ccc(-c2ccc(F)cc2)cc1 (configuration not stated)	-1.4	4	/	-4	-13	-19	-0.2	-0.1
30	O=C(CCc1nnc(C2(c3ccc(Cl)cc3)CCC2)o1)NCCCn1cccn1	-0.8	2	/	3	-9	17	0.1	-0.1
31	COCC(=O)N1CC2(CN(Cc3nccs3)C2)c2c(n(C)c3cc(OC)ccc23)[C@@H]1CO	0.6	/	/	15	/	71	0.4	-0.3
32	NC(=S)N/N=C/c1cc([N+](=O)[O-])ccc1Cl	-0.5	-1	2	-4	9	27	0.2	-1.9
33	Cc1cc(Br)ccc1NC(=O)CN(C)C(=O)CSC(=S)N1CCCC1	-1.7	3	9	10	0	-7	0.0	0.0
34	O=c1cc(N2CCN(c3ccccc3Cl)CC2)[nH]c(=O)n1Cc1ccc(F)cc1	4.7	-2	3	6	-6	4	-0.1	/
35	O=C(CN1C(=O)C2C3C=CC(C3)C2C1=O)OCC(=O)c1ccc(Cl)cc1 (configuration not stated)	0.3	0	0	2	-54	/	0.0	-0.2
36	C[C@@H]1CN([C@@H](C)CO)C(=O)c2cc(NC(=O)C3CCCCC3)ccc2O[C@@H]1CN(C)C(=O)Nc1cccc2ccccc12	1.9	3	2	-2	6	-6	0.1	-0.1
37	C[C@H](O)C#Cc1cnc2c(c1)C(=O)N([C@H](C)CO)C[C@@H](C)[C@H](CN(C)C(=O)c1ccccc1)O2	0.2	3	0	-10	-4	11	-0.9	1.8
38	O=C(O)c1cc(-c2ccc(Cl)c(Cl)c2)n(-c2ccc(F)cc2)n1	-3.3	-1	3	1	-9	-5	0.0	/
39	C#CCNC(=O)C1=C[C@@H](c2coc3ccccc3c2=O)[C@H](CCCO)[C@@H](OCC)O1	-4.1	-2	12	1	3	4	0.1	0.1
40	O=C(NNC1=NCCCCC1)c1cccc([N+](=O)[O-])c1	1.4	2	/	1	-3	23	0.2	/
41	Cc1[nH]c2ccccc2c1C(=O)COC(=O)C1CC(O)CN1S(=O)(=O)c1ccc(Cl)cc1 (configuration not stated)	-2.4	3	-2	0	-4	-37	0.1	-0.3
42	COc1cccc(CN2CC(C(=O)NCCSc3nnnn3C)CCC2=O)c1 (configuration not stated)	-1.2	-3	0	-5	0	2	-0.1	0.0
43	C[C@@H]1CN([C@@H](C)CO)C(=O)c2cc(/C=C/c3ccccc3)cnc2O[C@H]1CN(C)C(=O)CN1CCOCC1	-5.0	5	0	-4	4	-17	0.4	-0.3
44	O=C(CSc1nc2ccccc2c(=O)n1-c1ccc(F)cc1)Nc1ccc(Cl)c(S(=O)(=O)N2CCOCC2)c1	0.2	-2	/	-3	-31	0	0.2	/
45	COCCNC(=O)Cn1ccc2cc(S(=O)(=O)N3CCCCCC3)ccc21	-1.5	-2	0	-2	-2	11	0.1	0.0
46	CCc1cc(C(=O)OC)c(NC(=O)CC2Nc3cc(C)c(C)cc3NC2=O)s1 (configuration not stated)	/	-2	/	1	-43	4	0.0	/
47	CCN(CC)CCCNC(=O)c1c(O)c2cc(F)cc3c2n(c1=O)C(C)CC3 (configuration not stated)	0.9	-52	9	-3	31	10	0.0	/
48	CC(C)C#Cc1cnc2c(c1)C(=O)N([C@@H](C)CO)C[C@@H](C)[C@H](CN(C)Cc1cncnc1)O2	-1.6	1	6	17	1	4	-1.0	0.0
49	Cc1ccc(S(=O)(=O)NCC(=O)N2CCOCCOCCOCC2)cc1	1.7	0	-12	5	-21	12	0.0	/
50	COc1ccc(S(=O)(=O)Nc2ccc3c(c2)C(=O)N([C@H](C)CO)C[C@H](C)[C@@H](CN(C)C)OCCCC[C@H](C)O3)cc1	1.9&1.4&-3.4	3&-3&5	11&0	-4&-5&-4	-7&-23&-10	13&29	0.4&-0.1	-0.1&-0.2
51	C/C=C/c1ccc2c(c1)[C@H]1[C@H](CCN1C(=O)Cc1cccnc1)[C@H](CO)N2C	-1.6	-62	0	?	0	-1	0.2	-0.6
52	C=CCNC(=O)[C@H]1N2C(=O)c3ccccc3C2SC1(C)C (some centres not stated)	-2.5	2	-1	-1	-6	20	0.3	/
53	CC(C)c1cn(CC[C@@H]2CC[C@@H](NC(=O)Nc3cc(Cl)cc(Cl)c3)[C@H](CO)O2)nn1	2.4	3	-2	1	5	-11	0.2	-0.3
54	Cc1ccc2nc(N/C(=N/S(=O)(=O)c3ccc(F)cc3F)c3ccccc3)sc2c1	-0.5	-3	-11	-3	-2	/	0.8	0.1
55	Cc1ccc(S(=O)(=O)Nc2ccc3c(c2)C(=O)N([C@H](C)CO)C[C@@H](C)[C@H](CN(C)C(=O)Nc2ccccc2)OCCCC[C@@H](C)O3)cc1	-2.4	-2	-1	-1	-40	-5	-0.9	-0.3
56	COc1cccc(C(=O)N2CCC(O)(c3cccnc3)CC2)c1	3.5	-5	/	1	-10	-7	0.0	-8.4
57	COc1ccccc1S(=O)(=O)N1C[C@H](O)COC[C@H]2O[C@@H](CC(=O)O)CC[C@@H]21	0.3	4	-4	-2	6	-1	-0.1	0.4
58	Cc1ccc(-c2nnc3ccc(SCC(=O)N4CCc5ccccc54)nn23)cc1	-4.4	0	2	-7	2	/	0.0	0.0
59	CN(c1ccc(OCC(=O)OCc2nnc(-c3ccccc3)o2)cc1)S(=O)(=O)c1ccc(Cl)cc1	-2.6	2	-7	-1	-50	24	0.0	0.4
60	C[C@@H]1CCCCO[C@@H](CN(C)C(=O)NC2CCCCC2)[C@H](C)CN([C@@H](C)CO)C(=O)c2cc(NC(=O)Nc3ccc4c(c3)OCO4)ccc2O1	0.2	0	2	3	5	6	0.1	/
61	COc1cc(NC(=O)c2sc3ncn(CC(=O)N4CCC(C)CC4)c(=O)c3c2C)cc(OC)c1OC	3.8	6	-1	-3	-6	-13	0.0	/
62	O=C(C1CCN(c2nc(-c3ccccc3)nc3c2CCC3)CC1)N1CCCC1	1.0	3	-7	-7	-5	-15	0.2	-1.1
63	CCOC(=O)c1cnc(N2CCN(c3ccccc3)CC2)[nH]c1=O	5.5	/	1	11	-6	6	0.3	0.0

Assay outcomes from PubChem BioAssay.
